Screening data (PubChem)
Nrf2 inh: Nrf2 qHTS screen for inhibitors; A549 ARE-Fluc reporter, luciferase luminescence, 18-24 h; Potency, µM (doses to about 46 µM), for inactives: at the highest dose activity change, negative = inhibition, most hits filed as inhibitors; hit rate 2.1% among 360,000; further: on the % scale 0 is the no-effect control and ±100 the full control effect; nearly all actives have a fitted effect of over 60% in size
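In this cell-based qHTS, ARE-driven firefly luciferase in A549 cells reports Nrf2 activity; the luminescent signal after BugLite lysis is the measured value, with a prior CellTiter-Fluor read for cell health.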
S2 tox: Viability Counterscreen for Primary qHTS for Inhibitors of ATXN expression; Potency, µM (highest dose often 56.7 µM), hits mostly cytotoxic; hit rate 0.49% among 400,000; S2 cells (HEK-293 line with an ATXN2-luciferase reporter) viability, CellTiter-Fluor protease fluorescence, 24 h; further: nearly all actives have a fitted effect of over 40% in size
A549 viability: Nrf2 qHTS screen for inhibitors: counterscreen for cytotoxicity | A549 ARE-Fluc cells, CellTiter-Fluor viability, 18-24 h | Potency, µM (doses to about 46 µM), inactives show at the highest dose activity change, negative = cytotoxicity, most hits filed as inhibitors | hit rate 0.16% among 390,000 | AID 504648, 2011; further: on the % scale 0 is the no-effect control and ±100 the full control effect
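A549 ARE_Fluc cells in 5% FBS OPTI-MEM were exposed to compounds in concentration-response for 18-24 h at 37 deg C. Viability was read by CellTiter-Fluor fluorescence (Ex 405/Em 525) after 30 min, before the luciferase read.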
ATXN2 expr inh: Primary qHTS for Inhibitors of ATXN expression; AID 1745845, 2022; hit rate 0.72% among 360,000; Potency, µM (top dose mostly 57 µM), for inactives: top-dose activity change, negative = inhibition, actives largely listed as inhibitors; HEK-293 ATXN2-luciferase reporter, luminescence, 24 h; further: on the % scale 0 is the no-effect control and ±100 the full control effect; nearly all actives have a fitted effect of over 55% in size
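qHTS (up to 57 uM final) was run with 24 h compound exposure of reporter cells at 37 °C. Each well was multiplexed: SteadyGlo luminescence measured ATXN2-luciferase expression after a fluorogenic Gly-Phe-AFC viability readout (25 uM final).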
MCF10A rerep: A quantitative high throughput screen for small molecules that induce DNA re-replication in MCF 10a normal breast cells; MCF 10A DNA re-replication, Hoechst nuclear intensity, 48 h; Potency, µM (titrated, usually from 46.1 µM), inactives show at the highest dose activity, positive = re-replication, actives largely listed as activators; hit rate 2.9% among 350,000; AID 624296, 2012; further: % of control where 0% means no effect; nearly all actives have a fitted effect of over 50% in size
EPAC2 antagonist: qHTS for Antagonist of cAMP-regulated guanine nucleotide exchange factor 2 (EPAC2): primary screen | Rap guanine nucleotide exchange factor 4 (Homo sapiens), Q8WZA2 | EPAC2 GEF exchange of Rap1B-BODIPY-GDP, fluorescence | Potency, µM (top dose mostly 114 µM), without a hit: at the top dose activity, negative = inhibition, most hits filed as inhibitors | hit rate 0.18% among 360,000; further: on the % scale 0 is the no-effect control and ±100 the full control effect; nearly all actives have a fitted effect of over 45% in size; many of its hits are not listed in these tables
Target sequence (Q8WZA2 whole entry, looked up): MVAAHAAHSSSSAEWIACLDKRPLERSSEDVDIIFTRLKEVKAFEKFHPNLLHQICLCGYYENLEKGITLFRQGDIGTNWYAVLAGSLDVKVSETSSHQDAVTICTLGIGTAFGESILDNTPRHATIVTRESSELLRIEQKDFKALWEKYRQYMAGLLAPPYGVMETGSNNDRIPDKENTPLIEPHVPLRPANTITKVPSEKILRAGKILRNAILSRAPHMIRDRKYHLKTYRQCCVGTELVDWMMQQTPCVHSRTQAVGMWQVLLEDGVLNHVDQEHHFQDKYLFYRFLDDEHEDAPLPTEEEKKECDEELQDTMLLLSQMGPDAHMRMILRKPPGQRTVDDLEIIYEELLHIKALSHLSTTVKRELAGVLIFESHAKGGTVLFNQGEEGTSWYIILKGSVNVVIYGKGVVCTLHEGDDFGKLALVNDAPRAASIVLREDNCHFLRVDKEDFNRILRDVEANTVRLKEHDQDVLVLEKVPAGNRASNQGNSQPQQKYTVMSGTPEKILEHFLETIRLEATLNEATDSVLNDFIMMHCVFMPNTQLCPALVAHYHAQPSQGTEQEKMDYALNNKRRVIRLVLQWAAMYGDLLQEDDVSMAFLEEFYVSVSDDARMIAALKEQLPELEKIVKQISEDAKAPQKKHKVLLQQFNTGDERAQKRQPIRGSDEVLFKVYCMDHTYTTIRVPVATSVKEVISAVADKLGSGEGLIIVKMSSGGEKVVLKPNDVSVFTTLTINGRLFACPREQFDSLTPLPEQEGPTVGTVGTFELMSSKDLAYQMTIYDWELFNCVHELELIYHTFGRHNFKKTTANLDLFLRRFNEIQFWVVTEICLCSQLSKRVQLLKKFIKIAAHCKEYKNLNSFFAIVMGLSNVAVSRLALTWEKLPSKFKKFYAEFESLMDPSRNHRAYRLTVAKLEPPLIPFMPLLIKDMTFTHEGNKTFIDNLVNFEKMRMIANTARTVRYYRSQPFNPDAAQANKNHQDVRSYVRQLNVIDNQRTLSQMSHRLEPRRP
Nrf2 ARE act: qHTS of Nrf2 Activators. hit rate 0.31% among 410,000. Potency, µM (highest dose often 46.1 µM), for inactives: at the highest dose activation, most hits filed as activators. AID 624171, 2012. AREc32 ARE-luciferase reporter (MCF7-derived line), luminescence, 24 h; further: % of control where 0% means no effect; nearly all actives have a fitted effect of over 65% in size
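Steps: seed AREc32_Fluc cells (1000/well, 5% FBS OPTI-MEM); incubate overnight at 37 deg C; add 23 nL compound; incubate 24 hr; add Steady-Glo; hold 30 min RT; read luminescence.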
TGFb inhibitor: qHTS for Inhibitors of TGF-b | hit rate 1.2% among 410,000 | Potency, µM (top dose mostly 46.1 µM), without a hit: top-dose activity, negative = inhibition, most hits filed as inhibitors | HepG2 CAGA-GFP TGF-b/SMAD3 reporter, GFP fluorescence, 18 h; TGF-beta stimulated, 500 pg/mL final | AID 588855, 2011; further: on the % scale 0 is the no-effect control and ±100 the full control effect; nearly all actives have a fitted effect of over 65% in size
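Read-out: total well GFP (ex488/em500-530) summed from mean per-cell fluorescence. Cells: HEPG2 CAGA-GFP, 1% FBS DMEM, 18 h at 37 degrees C with 500 pg/mL final TGF-beta. Unstimulated wells served as the full-inhibition control; stimulated DMSO wells = 0%.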
HepG2 tox: qHTS for Inhibitors of TGF-b: Cytotox Counterscreen; hit rate 0.76% among 410,000; Potency, µM (doses to about 46.1 µM), without a hit: at the top dose activity change, negative = cytotoxicity, actives largely listed as cytotoxic; AID 588856, 2011; HepG2 CAGA-GFP viability, ATP luminescence, 18 h; further: some results filed as inactive show a strong effect at the top dose
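CellTiter-Glo luminescence gave cytotoxicity after 18 hours at 37 degrees C. The cells were HepG2 CAGA-GFP in 1% FBS DMEM, stimulated with 500 pg/mL TGF-beta after compound addition. %Activity was normalised to no-cell wells (complete cell-killing) and DMSO (no toxicity), and curves were fitted and classified.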
Starred values were filed as active, the others as inactive; i = inactive; ? = inconclusive; . = no result given; & = joins results of further samples; [ ] = another dose, or the depositor's remark. The call rests on the fitted dose curve; in most records, active means well fitted curve in the direction sought with a large enough effect; inconclusive means small, poorly fitted or top-dose-only effect, or another doubt; inactive means no such curve, though single readings can be large; an effect the other way counts as inactive or inconclusive. Potency means the concentration at half of the fitted maximal effect. These rows are one share of the data; count on the stated rates, not on these rows.

#	mol	Nrf2 inh	S2 tox	A549 viability	ATXN2 expr inh	MCF10A rerep	EPAC2 antagonist	Nrf2 ARE act	TGFb inhibitor	HepG2 tox
1	Cc1cc(=O)[nH]c(SCC(=O)Nc2ccc3c(c2)OCCO3)n1	26%	i	11%	11%	6%	-17%	-0.3%	9%	6%
2	CSCC(C)N1CCC(n2nccc2NC(=O)c2ccccc2C)CC1 (configuration not stated)	12%	i	-1%	-1%	-15%	7%	-0.3%	18%	2%
3	CC12CCC(C(=O)OC3CCCCC3)(OC1=O)C2(C)C (configuration not stated)	3%	i	1%	-3%	-2%	-14%	0.4%	-18%	-1%
4	O=C(NCCc1ccccc1)C1CCN(S(=O)(=O)N2CCOCC2)CC1	2%	i	1%	1%	1%	-14%	0.0%	7%	-1%
5	CCC1CC=CC2C1C(=O)N(Cc1ccccc1)C2c1ccc2ccccc2c1 (configuration not stated)	?	.	-2%	.	.	.	.	-17%	-23%
6	CCc1nc2c(OCC3COc4ccccc4O3)cccn2c1N(C)C(=O)c1ccc(OC)cc1 (configuration not stated)	.	i	.	8%	.	-8%	3.5%	6%	-21%
7	COc1cccc(C(=O)NNC(=O)c2cccc(F)c2)c1	?	i	-1%	36%[activator]	-6%	2%	2.7%	-2%	-1%
8	CCOc1ccc(N2C(=O)/C(=C\c3ccccc3OC)S(=O)(=O)C2c2cccc([N+](=O)[O-])c2)cc1 (configuration not stated)	-3%	i	-8%	-10%	9%	4%	-1.5%	-1%	-38%
9	Cc1cc(OCC(=O)Nc2ccccc2N2CCCCC2)ccc1C(C)C	-25%	i	2%	24%	?	-8%	-0.1%	1%	2%
10	COc1ccc(C(c2nnnn2C2CCCCC2)N2CCN(c3ccc(OC)cc3)CC2)cc1 (configuration not stated)	.	?	-15%	-24%	2%	-3%	0.4%	-30%	0%
11	CCCOC(=O)C1=C(C)NC(=O)NC1c1cc2c(cc1Br)OCO2 (configuration not stated)	1%	i	10%	3%	-1%	-3%	2.0%	-13%	-5%
12	CCC(C)NS(=O)(=O)c1ccc(NC(=O)Cc2ccc(OC)cc2)cc1 (configuration not stated)	?	i	-6%	-20%	-46%[inhibitor]	-11%	0.1%	-1%	0%
13	O=C(CNC(=O)c1cccs1)Nc1ncccc1O	-4%	i	-7%	17%	-10%	2%	0.1%	6%	9%
14	Cc1ccc(S(=O)(=O)NNC(=O)c2sccc2-n2cccc2)cc1	4%	i	-5%	-3%	1%	7%	-0.3%	0%	4%
15	Oc1ccc(C2=CSC3=NCCN23)cc1O	5%	i	-2%	.	0%	4%	6.1%	-13%	-10%
16	C=CCn1c(SCC(=O)Nc2ccc(NC(=O)c3ccco3)c(OC)c2)nnc1-c1ccncc1	-21%	i	1%	5%	-182%[0.0737 µM]	12%	-0.4%	-3%	14%
17	O=C(COc1ccc(Cl)cc1)NCc1nnc(SCC(=O)NCc2ccc3c(c2)OCO3)o1	-9%	i	0%	-5%	?	3%	-0.7%	-17%	-18%
18	Cc1cccc2cc(CN(CCc3ccccc3)C(=O)N3CCOCC3)c3nnnn3c12	16%	i	4%	-16%	-1%	-7%	-0.8%	1%	-9%
19	O=C(COC(=O)c1cnc(Cl)c(Cl)c1)Nc1cccc(S(=O)(=O)N2CCOCC2)c1	3%	i	-4%	3%	?	-3%	3.3%	?	-17%
20	Cn1cnc([N+](=O)[O-])c1S(=O)(=O)Nc1ccccc1	-22%	i	?	1%	?	11%	?	-5%	-24%
21	COc1ccc(NC(=O)CN2c3cccc4cccc(c34)S2(=O)=O)cc1OC	.	i	.	.	.	4%	2.3%	-8%	-21%
22	COc1ccc(OC)c(-c2cc(C(=O)NCCCn3ccnc3)no2)c1	.	i	-1%	-8%	5%	0%	3.6%	-11%	3%
23	CCOC(=O)C1C(C(C)=O)=C(c2ccccc2)c2ccccc2N1S(=O)(=O)C(F)(F)F (configuration not stated)	3%	i	0%	-6%	9%	-10%	3.6%	?	-6%
24	CC1(C)C(=O)OC(c2cccs2)C2(CCCCC2)C1=O (configuration not stated)	-8%	i	-9%	0%	0%	9%	-0.7%	5%	-3%
25	CNC(=O)CN(CCc1ccccc1)S(=O)(=O)c1ccc(OC)cc1	-12%	i	-5%	11%	-3%	-2%	0.2%	-6%	-3%
26	Cn1nnnc1SCc1ccc(F)cc1	.	i	11%	1%	-9%	8%	-0.2%	1%	3%
27	C/C(N)=C(/C#N)C(=O)CSc1nc2ccccc2c(=O)n1-c1ccc(C)c(Cl)c1	?	i	-18%	-33%	24%	-3%	-0.3%	-3%	-40%
28	CCOC(=O)C1C(c2cccc(Cl)c2Cl)NC(=O)NC1(O)C(F)(F)F (configuration not stated)	26%	i	-2%	2%	-6%	-8%	0.5%	3%	-42%
29	O=C(O)CSc1ccc2nnc(-c3cccnc3)n2n1	4%&5%	i	3%&6%	.	0%	20%	-0.8%	?	-6%&10%
30	C#CCNC(=O)C1=C[C@@H](c2ccc(C(F)(F)F)cc2)C[C@@H](OCCCCO)O1	1%	i	-3%	4%	5%	8%	5.3%	-10%	-12%
31	CCn1c(CC(=O)Nc2ccccc2)nnc1SCC(=O)NC1=NCCS1	-2%	i	1%	-9%	-9%	11%	0.2%	11%	0%
32	Cc1ccc(S(=O)(=O)N2CCN(C)CC2)c(C)c1N(C)S(=O)(=O)c1ccc(Cl)cc1	.	i	3%	-17%	?	-3%	4.0%	24%	-6%

Sorted by value in EPAC2 antagonist (highest first): 5 from the list above.
entry	SMILES	EPAC2 antagonist
16	C=CCn1c(SCC(=O)Nc2ccc(NC(=O)c3ccco3)c(OC)c2)nnc1-c1ccncc1	12%
21	COc1ccc(NC(=O)CN2c3cccc4cccc(c34)S2(=O)=O)cc1OC	4%
17	O=C(COc1ccc(Cl)cc1)NCc1nnc(SCC(=O)NCc2ccc3c(c2)OCO3)o1	3%
25	CNC(=O)CN(CCc1ccccc1)S(=O)(=O)c1ccc(OC)cc1	-2%
23	CCOC(=O)C1C(C(C)=O)=C(c2ccccc2)c2ccccc2N1S(=O)(=O)C(F)(F)F (configuration not stated)	-10%

The list continues.
#	mol	Nrf2 inh	S2 tox	A549 viability	ATXN2 expr inh	MCF10A rerep	EPAC2 antagonist	Nrf2 ARE act	TGFb inhibitor	HepG2 tox
33	Cc1cc(C)n(-c2ccc(NC(=O)C3CCN(Cc4ccc(C)o4)CC3)cc2)n1	-3%	i	0%	.	-5%	1%	3.7%	0%	-1%
34	O=C(NN=C1CCCC1)c1cc(-c2ccccc2)n[nH]1	-10%	i	13%	-2%	-1%	0%	1.8%[9.22 µM]	0%	-7%
35	Cc1ccc(C(=O)NCC2CCCO2)o1 (configuration not stated)	4%	i	-1%	3%	1%	9%	3.1%	13%	5%
36	O=C(/C=C/CCc1ccc2c(c1)OCO2)N1CCCCC1	9%	i	-2%	21%	-4%	8%	0.8%	7%	3%
37	Cc1cc(C)n2c(SCC(=O)Nc3cccc(S(N)(=O)=O)c3)nnc2n1	5%	i	2%	15%	3%	11%	3.5%	12%	-2%
38	CCC(C)C(N)C(=O)NC(CCC(=O)OCc1ccccc1)C(N)=O (configuration not stated)	11%	i	-1%	-3%	3%	-3%	-0.6%	6%	-4%
39	Cc1ccc(NC(=O)CCC(=O)OCC(F)(F)C(F)F)cc1	5%	i	-1%	3%	2%	-3%	-1.0%	17%	1%
40	CC(C)n1c(O)c(N=NC(=O)c2ccccc2NS(=O)(=O)c2cccs2)c2ccccc21	-36%	?	?	.	?	0%[57.1 µM]	3.5%	13%	4%

Values in list order from above.
S2 tox for nos. 33 to 40, in order: i, i, i, i, i, i, i, ?
TGFb inhibitor for nos. 33 to 40, in order: 0%, 0%, 13%, 7%, 12%, 6%, 17%, 13%

Continuation.
#	mol	Nrf2 inh	S2 tox	A549 viability	ATXN2 expr inh	MCF10A rerep	EPAC2 antagonist	Nrf2 ARE act	TGFb inhibitor	HepG2 tox
41	CCCc1nc2oc3c(Cl)ncnc3c2c2c1CCCC2	1%	?	-3%	?	?	8%	0.2%	0%	-51%
42	COc1ccc(CNC(=O)C2CC(C)=C(C)CC2C(=O)O)cc1 (configuration not stated)	.	i	4%	4%	0%	-3%	-0.4%	-7%	4%
43	CC1CCN(C(=O)c2cc(F)c(F)cc2Cl)CC1	-4%	i	-8%	6%	?	2%	-0.5%	0%	13%
44	O=C(CCn1nc(-c2ccccc2)ccc1=O)N1CCOCC1	21%	i	-8%	4%	0%	13%	3.1%	-29%	-40%
45	Cc1ccc(NC(=O)CSc2nc3ccccc3c3nc(CCn4cncc4C)nn23)cc1F	.	?	-26%	?	.	.	1.1%	51%[activator]	-38%
46	CC(C)C(O)C1CCN(Cc2nc(-c3cccs3)no2)CC1 (configuration not stated)	?	i	1%	0%	1%	14%	2.4%	0%	-173%
47	O=C(OCc1cn([C@H]2C[C@H](c3ccc(Cl)cc3)N(CC3CCCCC3)C[C@@H]2O)nn1)c1ccccc1	.	i	.	7%	.	7%	-0.3%	12%	-8%
48	CCNc1cc(O)ccc1C	-2%	i	-2%	2%	-16%	-6%	3.7%	8%	-21%
49	O=C(c1ccc(Cl)cc1Cl)N1CCC(c2nc3c(nnn3Cc3ccco3)c(=O)[nH]2)CC1	6%	i	-1%	6%	?	-28%	4.7%	5%	-4%
50	C=C(C)[C@@H](O)COc1c2ccoc2cc2oc(=O)ccc12	6%	i	-2%	2%	-13%	-6%	0.9%	-1%	1%
51	O=C(c1n[nH]c2ccccc12)N1CCOCC1	2%	?	-2%	.	-9%	1%[57.1 µM]	-0.6%	12%	14%

Shown with values under each structure: entries from further up.
Order of values: Nrf2 inh, S2 tox, A549 viability, ATXN2 expr inh, MCF10A rerep, EPAC2 antagonist, Nrf2 ARE act, TGFb inhibitor, HepG2 tox
13: O=C(CNC(=O)c1cccs1)Nc1ncccc1O
    -4%, i, -7%, 17%, -10%, 2%, 0.1%, 6%, 9%
14: Cc1ccc(S(=O)(=O)NNC(=O)c2sccc2-n2cccc2)cc1
    4%, i, -5%, -3%, 1%, 7%, -0.3%, 0%, 4%
